Compound activity: PubChem BioAssay, Sanford-Burnham Center for Chemical Genomics
STEP block: STEP (human) phosphatase inhibition; recombinant STEP, OMFP fluorogenic substrate, fluorescence; inhibition, % at 20 µM; AID 588621; P54829; 360,000 compounds, 0.25% hits;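 active = inhibition at 20 µM, scaled per plate between control wells, above about 37%, limit read from the data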;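 note: 0% = DMSO with enzyme and substrate and 100% = substrate only without enzyme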
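Material: STEP (striatal-enriched tyrosine phosphatase) enzyme, cell-free | Medium: 50 mM Bis-Tris pH 6.0 with 2.5 mM DTT and 0.005% Tween 20 | Read-out: Percent inhibition scaled to no-enzyme and uninhibited-enzyme controls, plate-pattern corrected | Signal: Fluorescence read at 480 nm ex / 540 nm em | Times: 20 min reaction, room temperature, in the dark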
CendR NRP1 mod: NRP-1/CendR interaction modulation; FAM-RPARPAR peptide binding to NRP-1, fluorescence polarization; inhibition, % at 25 µM; 360,000 compounds, 0.85% hits; AID 602438;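 active = inhibition or corrected inhibition above about 18%, plus a signal ratio from 0.5 to 1.5, limit read from the data, passing the limit was not always enough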; note: strong numbers were not always called active
Target sequence (O14786 whole entry, looked up): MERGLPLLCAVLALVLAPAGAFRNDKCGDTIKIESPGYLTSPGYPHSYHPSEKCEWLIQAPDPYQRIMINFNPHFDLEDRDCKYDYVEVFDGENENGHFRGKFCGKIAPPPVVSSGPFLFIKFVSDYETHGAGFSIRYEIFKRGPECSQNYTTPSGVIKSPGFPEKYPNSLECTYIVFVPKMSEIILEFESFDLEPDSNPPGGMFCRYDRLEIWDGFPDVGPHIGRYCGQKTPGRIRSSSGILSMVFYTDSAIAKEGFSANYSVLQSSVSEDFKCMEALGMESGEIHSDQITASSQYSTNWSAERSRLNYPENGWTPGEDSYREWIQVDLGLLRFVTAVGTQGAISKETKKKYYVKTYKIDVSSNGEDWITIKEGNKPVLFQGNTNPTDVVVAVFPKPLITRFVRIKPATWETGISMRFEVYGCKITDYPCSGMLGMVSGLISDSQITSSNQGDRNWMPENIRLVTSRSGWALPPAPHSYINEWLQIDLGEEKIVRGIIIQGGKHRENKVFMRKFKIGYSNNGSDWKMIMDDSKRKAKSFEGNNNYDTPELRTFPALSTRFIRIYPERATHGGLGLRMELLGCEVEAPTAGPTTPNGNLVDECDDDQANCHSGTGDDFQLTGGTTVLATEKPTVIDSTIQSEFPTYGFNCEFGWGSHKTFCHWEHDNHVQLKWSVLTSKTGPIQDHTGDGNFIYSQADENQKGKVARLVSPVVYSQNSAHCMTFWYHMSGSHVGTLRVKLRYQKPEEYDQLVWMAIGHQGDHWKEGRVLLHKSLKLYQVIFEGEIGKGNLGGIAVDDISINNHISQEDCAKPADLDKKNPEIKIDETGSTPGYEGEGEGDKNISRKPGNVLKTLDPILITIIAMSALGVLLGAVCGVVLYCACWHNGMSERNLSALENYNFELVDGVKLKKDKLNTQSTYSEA
Rpn11 inh: blocks the human proteasome subunit Rpn11 | human 26S proteasome, Ub4-pepOG fluorescence polarization; 20S core pre-blocked with epoxomicin | O00487 | calls only at 20 µM | 360,000 compounds, 0.59% hits | AID 588493;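 active = inhibition at 20 µM, scaled to each plate's controls, above about 33%, limit read from the data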
NadD inh: NadD (S. aureus) enzyme inhibition; purified NadD enzyme, colorimetric absorbance read-out; inhibition, % at 20 µM; 360,000 compounds, 0.78% hits; AID 602399; in the data active = inhibition above about 26%; note: some compounds past the cut are filed as inactive
Scp1 inh: inhibitors of human Scp-1 phosphatase. inhibition, % at 20 µM. Recombinant Scp1, phosphopeptide, malachite green phosphate absorbance. Q9GZU7. AID 493091. 340,000 compounds, 0.88% hits;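 active = inhibition above about 50% at 20 µM, limit read from the data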;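 note: plate controls were DMSO wells with enzyme for no effect and wells lacking enzyme for full effect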
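Test system: SCP-1 catalytic domain; Buffer or medium: Acidic Tris acetate buffer with magnesium and detergent; Also added: Phosphorylated 17-residue peptide substrate; Compound: single 20 µM dose, 1% DMSO; Schedule: enzyme reaction 45 min at room temperature, colour 5 min, stabilisation 30 min; Signal: Phosphate-binding colour reagent, absorbance read at 630 nm.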
DNMT1 inh: blocks human DNA methyltransferase DNMT1. DNMT1 molecular beacon, Hinp1I cleavage, fluorescence. 360,000 compounds, 0.83% hits. inhibition (reported as % activation of signal), % at 10 µM. P26358; in the data active = inhibition above about 50%
SUMO1 PPI mod: alters human SUMO1 binding to SIM partners; SUMO1 binding to a labelled peptide, TR-FRET, 1 h; inhibition, % at 20 µM; 360,000 compounds, 0.33% hits; in the data active = inhibition above about 37%
Target sequence (P63165 whole entry, looked up): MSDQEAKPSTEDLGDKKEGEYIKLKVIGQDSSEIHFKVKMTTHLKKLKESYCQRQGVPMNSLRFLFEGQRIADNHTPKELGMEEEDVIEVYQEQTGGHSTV
LMPTP inh: LMPTP (human) inhibition; P24666; recombinant LMPTP-A, OMFP fluorogenic substrate, fluorescence intensity; inhibition, % at 20 µM; 360,000 compounds, 0.22% hits; AID 651560;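 active = compounds that cut the enzyme signal by at least half of the control window in the single-dose screen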;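 note: plate controls were DMSO wells with enzyme plus substrate for no effect and substrate without enzyme for full effect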
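Test system: LMPTP-A, protein tyrosine phosphatase of low molecular weight; Input: 0.625 nM enzyme; Incubation: 50 min dark incubation at room temperature; Signal: endpoint fluorescence intensity from OMFP dephosphorylation; Read-out basis: % inhibition versus control wells.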
SKN-1 inh: blocks SKN-1 activity in C. elegans. AID 624304. 360,000 compounds, 0.49% hits. inhibition, % at 21.8 µM. C. elegans VP596 Pgst-4::GFP/RFP ratio, acrylamide-induced, 24 h;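 active = interference check ratio from 0.5 to 1.5 plus GFP to RFP signal ratio inhibition reaching or exceeding a fixed threshold, cut at about 30% in these data, passing the limit was not always enough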; note: some compounds called inactive have numbers as strong as hits
MT1-MMP act inh: inhibitors of human MT1-MMP activation; GFP/RFP ratio change, % at 20 µM; P50281; HT1080 RFP-PRO-GFP cells, GFP/RFP ratio fluorescence, overnight; percent of plate control window, DMSO zero; 360,000 compounds, 0.061% hits;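 active = GFP/RFP ratio change of at least 30% with cell ATP level not reduced by more than half and red fluorescence within 50% of control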; note: strong numbers were not always called active
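Material – HT1080 RFP-PRO-GFP cells · Control set – DMSO wells and RFP-L50D-GFP cells · Incubation – overnight cell settling, then overnight compound exposure, 37 °C, 5% CO2 · Compound dosing – single-point 20 µM compound, 1% DMSO · Read-out – GFP/RFP fluorescence ratio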
* hit, by the source's call; i = inactive; x = no result given. No enrichment for hits; 3.9% or so of the library scored in one or more.

The opening 8 entries as a preview:
1	CCCc1cc(-c2n[nH]c(C(=O)OCC)c2-c2cscn2)c(O)cc1O
2	CCc1ccc(NC(=O)Cn2nnc(C(=O)NCc3ccco3)c2N)cc1
3	CCN(c1ccc(OCC(=O)OCC(=O)c2c(N)n(C)c(=O)n(C)c2=O)cc1)S(=O)(=O)c1ccccc1
4	COc1cc(/C=N/NC(=O)Cn2cnc3c2c(=O)n(C)c(=O)n3C)ccc1O
5	CN1C(=O)[C@H]2[C@@H](c3ccc(C(F)(F)F)cc3)N[C@]3(CCCN(Cc4cccn4C)C3=O)[C@H]2C1=O
6	COc1cc(/C=C/C(=O)OCC(=O)Nc2ccc(S(N)(=O)=O)cc2)ccc1O
7	Cc1ccc(OCC(=O)NCCCNC(=O)c2cnccn2)cc1C
8	CC1(C)NC(=O)N(c2ccc([N+](=O)[O-])c(C(F)(F)F)c2)C1=O

entry no.,1,2,3,4,5,6,7,8
STEP block,-2,-2,3,5,-1,2,-2,0
CendR NRP1 mod,-7,2,1,2,-16,-3,3,14
Rpn11 inh,i,i,i,i,i,i,i,i
NadD inh,-2,-3,-4,5,0,-7,1,2
Scp1 inh,-8,-4,-6,-4,x,-1,-8,-1
DNMT1 inh,0,-1,-10,2,2,-4,2,2
SUMO1 PPI mod,2,-1,5,-12,0,-20,1,-10
LMPTP inh,-4.6,1.6,-0.2,0.3,-2.1,-1.4,-1.1,1.1
SKN-1 inh,-4,-4,4,-2,-2,-8,9,0
MT1-MMP act inh,1,0,9,1,1,5,3,-3

Results (from the top)
1	CCCc1cc(-c2n[nH]c(C(=O)OCC)c2-c2cscn2)c(O)cc1O
2	CCc1ccc(NC(=O)Cn2nnc(C(=O)NCc3ccco3)c2N)cc1
3	CCN(c1ccc(OCC(=O)OCC(=O)c2c(N)n(C)c(=O)n(C)c2=O)cc1)S(=O)(=O)c1ccccc1
4	COc1cc(/C=N/NC(=O)Cn2cnc3c2c(=O)n(C)c(=O)n3C)ccc1O
5	CN1C(=O)[C@H]2[C@@H](c3ccc(C(F)(F)F)cc3)N[C@]3(CCCN(Cc4cccn4C)C3=O)[C@H]2C1=O
6	COc1cc(/C=C/C(=O)OCC(=O)Nc2ccc(S(N)(=O)=O)cc2)ccc1O

entry no.,1,2,3,4,5,6
STEP block,-2,-2,3,5,-1,2
CendR NRP1 mod,-7,2,1,2,-16,-3
Rpn11 inh,i,i,i,i,i,i
NadD inh,-2,-3,-4,5,0,-7
Scp1 inh,-8,-4,-6,-4,x,-1
DNMT1 inh,0,-1,-10,2,2,-4
SUMO1 PPI mod,2,-1,5,-12,0,-20
LMPTP inh,-4.6,1.6,-0.2,0.3,-2.1,-1.4
SKN-1 inh,-4,-4,4,-2,-2,-8
MT1-MMP act inh,1,0,9,1,1,5

7	Cc1ccc(OCC(=O)NCCCNC(=O)c2cnccn2)cc1C
8	CC1(C)NC(=O)N(c2ccc([N+](=O)[O-])c(C(F)(F)F)c2)C1=O
9	CC(C)C[C@H]1CN([C@@H](Cc2ccc(O)cc2)CN2CCC[C@H]2CN2C(=O)C(=O)NC[C@@H]2Cc2ccccc2)C(=O)C(=O)N1CC1CCCCC1
10	Cc1ccc(S(=O)(=O)C2(C(=O)NC3CCCCC3)CC2)cc1
11	CC1(C)C(=O)Nc2ccccc2N1C(=O)CSc1ncccn1
12	CCCN1C(=O)c2ccccc2NC1c1ccc(Br)cc1 (stereo not drawn)

entry no.,7,8,9,10,11,12
STEP block,-2,0,x,-1,-3,-2
CendR NRP1 mod,3,14,-6,-2,13,9
Rpn11 inh,i,i,x,i,i,i
NadD inh,1,2,23,0,-2,-2
Scp1 inh,-8,-1,x,-4,9,-2
DNMT1 inh,2,2,x,0,10,5
SUMO1 PPI mod,1,-10,7,2,4,7
LMPTP inh,-1.1,1.1,0.1,-0.5,0.3,-1.4
SKN-1 inh,9,0,11,6,6,-4
MT1-MMP act inh,3,-3,-1,4,-1,x

13	Cc1ccc(C(=O)NC(C)C(c2cccs2)N2CCCC2)s1 (stereo not drawn)
14	Cc1c(Cl)cccc1S(=O)(=O)N1CCC(C(=O)NNC(=O)C2CC2)CC1
15	CCC(C)Sc1ccc(-c2nc3ccccn3c2NCc2ccccc2)cc1OC (stereo not drawn)
16	CCCc1nc2n[nH]c(N)c2c2c1CCC2
17	COc1ccccc1CNC(=O)c1cccc(S(=O)(=O)N(C)c2ccccc2)c1
18	Cc1ccc(OCCNC(=O)C2CC(=O)N(c3ccc(C)cc3)C2)cc1 (stereo not drawn)

entry no.,13,14,15,16,17,18
STEP block,-2,-5,0,-2,0,-2
CendR NRP1 mod,-29,15,-3,-2,1,-2
Rpn11 inh,i,i,i,i,i,i
NadD inh,-5,12,7,0,-12,-7
Scp1 inh,-6,2,8,-5,-6,0
DNMT1 inh,-5,0,-22,-1,4,0
SUMO1 PPI mod,0,1,-9,-4,1,-2
LMPTP inh,0.4,0.0,7.6,-0.2,0.7,1.3
SKN-1 inh,-7,-7,1,20,-8,-10
MT1-MMP act inh,1,1,-2,0,18,0

19	O=C(Cn1cnc2c(nnn2Cc2ccccc2F)c1=O)N1CCN(c2ccccc2)CC1
20	COc1ccc(C(C(=O)NC(C)(C)C)N(C(=O)CNC(=O)c2cccs2)c2cccnc2)cc1OC (stereo not drawn)
21	CC1CCCCC1NC(=O)COC(=O)c1ccccn1 (stereo not drawn)
22	CCCCCC(=O)Nc1ccc2oc(-c3ccncc3)nc2c1
23	CC(=O)NCCc1nc2ccccc2[nH]1
24	COC(=O)Cc1c(O)ccn(Cc2ccc(Cl)c(Cl)c2)c1=O

entry no.,19,20,21,22,23,24
STEP block,0,-2,0,-1,-3,-1
CendR NRP1 mod,-10,12,0,-1,0,15
Rpn11 inh,i,i,i,i,i,i
NadD inh,-6,-3,0,7,1,-8
Scp1 inh,-4,10,-3,-3,-9,-1
DNMT1 inh,3,-1,3,-3,-1,-1
SUMO1 PPI mod,-2,-3,7,-3,2,14
LMPTP inh,-2.0,-1.4,0.1,-3.1,0.7,-1.1
SKN-1 inh,-6,-2,-7,12,-6,8
MT1-MMP act inh,5,1,-1,2,2,0

25	Cc1[nH]n(C)c(=O)c1N=Nc1ccc(S(C)(=O)=O)cc1
26	COc1ccc(CNc2nc(NCc3ccc(OC)cc3)n(S(C)(=O)=O)n2)cc1
27	COCC(=O)Nc1c(C(=O)Nc2ccccc2OC)oc2ccccc12
28	CN(CCCCN1CCOCC1)Cc1nc(-c2ccc3c(c2)OCO3)no1
29	O=C(Nc1ccc(SC(F)F)cc1)c1cccc2nc3ccccc3nc12
30	Cc1cc(NC(=O)c2cccc(S(=O)(=O)N3c4ccccc4CC3C)c2)no1 (stereo not drawn)

entry no.,25,26,27,28,29,30
STEP block,3,1,1,14,6,3
CendR NRP1 mod,18,8,-5,0,-6,-8
Rpn11 inh,i,i,i,i,i,i
NadD inh,-1,-2,-1,-4,-13,-6
Scp1 inh,-1,-6,-11,1,-12,-4
DNMT1 inh,-4,-5,-1,-1,5,-1
SUMO1 PPI mod,-40,2,1,-3,-3,17
LMPTP inh,-0.3,-0.7,-0.1,-1.5,-0.9,1.0
SKN-1 inh,-5,-16,10,4,-19,0
MT1-MMP act inh,3,-4,11,3,6,-8

31	Cc1onc(-c2ccccc2Cl)c1C(=O)NNC(=O)C1CCN(Cc2ccccc2)CC1
32	O=C(CN1CCOCC1)N1CCN(S(=O)(=O)c2ccccc2)C1c1ccccc1 (stereo not drawn)
33	Cc1cc(C(=O)O[C@H]2[C@H](Cc3ccccc3)NS(=O)(=O)[C@H]3C[C@@H]4C=C[C@]23O4)ccc1[N+](=O)[O-]
34	C=CCn1c(CC#N)nnc1N1CCOCC1
35	CCOc1ccccc1N(CC(=O)N1CCOCC1)S(=O)(=O)c1ccc(SC)cc1
36	CCc1cc(=O)oc2cc(OC(C)C(=O)O)c(Cl)cc12 (stereo not drawn)

entry no.,31,32,33,34,35,36
STEP block,1,-3,4,0,-2,-1
CendR NRP1 mod,-3,-7,0,-10,28*,4
Rpn11 inh,i,i,i,i,i,i
NadD inh,-11,0,-1,7,-6,3
Scp1 inh,1,-5,-6,6,1,-5
DNMT1 inh,-1,1,-3,2,-1,2
SUMO1 PPI mod,4,-3,-5,-3,-1,1
LMPTP inh,0.4,-2.5,0.8,-2.0,-1.9,-0.4
SKN-1 inh,7,-16,0,10,-1,3
MT1-MMP act inh,3,3,1,4,3,-1

37	CCSc1oc(-c2ccco2)nc1S(=O)(=O)c1ccccc1
38	Cc1cc(NC(=O)CSc2nc3c(cc2C#N)CCC3)no1
39	O=C(CN(Cc1ccccc1F)C(=O)c1ccco1)NCc1ccc(F)cc1
40	CC(=O)OCc1cc2cc(C)ccc2[nH]c1=O
41	Cn1c(=N)n(CC(O)c2cccc3ccccc23)c2ccccc21 (stereo not drawn)
42	COc1ccc(C2CCCCCN2C(=O)C2CCN(S(=O)(=O)c3ccc(C)cc3)CC2)cc1 (stereo not drawn)

entry no.,37,38,39,40,41,42
STEP block,3,0,2,0,2,5
CendR NRP1 mod,-8,14,-4,-6,2,-10
Rpn11 inh,i,i,i,i,i,i
NadD inh,-3,-5,2,0,-2,-7
Scp1 inh,-8,1,0,3,-2,x
DNMT1 inh,-8,1,4,-1,4,1
SUMO1 PPI mod,5,-16,1,3,-7,-1
LMPTP inh,0.3,0.8,0.0,-0.2,-0.7,1.3
SKN-1 inh,16,5,-8,-12,9,5
MT1-MMP act inh,-9,4,0,2,-7,-1

43	CCC(C)(O)c1[nH]c2ccc(C#N)cc2c1C (stereo not drawn)
44	CC(C)(C)S(=O)N1Cc2cc(C(=O)Nc3ccc(-c4ccccc4)cc3)nc(-c3cccc(-c4cc5ccccc5o4)c3)c2[C@@H]1CCO (stereo partly drawn)
45	CN1C(C(=O)Nc2ccccn2)=C(O)c2ccccc2S1(=O)=O
46	COC(=O)[C@H]1[C@@H](C)N(Cc2ccccc2)C(=O)N[C@H]1c1ccccc1
47	Fc1ccc(Br)cc1SCCc1ccncc1
48	O=C(COC(=O)c1cc(=O)[nH]c2ccccc12)Nc1ccc(Cl)c(S(=O)(=O)N2CCOCC2)c1
49	C=CCc1cccc2cc(C(=O)Nc3ccc(NC(C)=O)cc3)c(=O)oc12

entry no.,43,44,45,46,47,48,49
STEP block,0,17,2,-3,2,-1,1
CendR NRP1 mod,4,-15,-5,4,3,-4,4
Rpn11 inh,i,i,i,i,i,i,i
NadD inh,-8,35*,3,2,-3,9,-6
Scp1 inh,9,x,-3,44,-12,-2,-1
DNMT1 inh,0,-29,2,4,0,-4,27
SUMO1 PPI mod,-21,-49,-4,6,3,-16,-9
LMPTP inh,-1.7,-0.6,-1.4,-0.8,-0.4,2.6,-0.5
SKN-1 inh,22,3,4,6,7,2,-4
MT1-MMP act inh,4,3,2,-1,-1,1,0
